Compound activity (PubChem BioAssay)
SR-BI DiI inh = inhibitors of SR-BI mediated HDL lipid uptake, primary screen, ldlA[mSR-BI] cells, fluorescence, single point | ldlA[mSR-BI] CHO cells, DiI-HDL uptake fluorescence, 3 h | inhibition, % at 12.5 µM | 320,000 compounds, 0.96% hits | AID 488896, 2010;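 active = mean replicate inhibition of at least 70% and a set share of replicates each scoring 70 or more; inconclusive = meets just one of the two criteria; inactive = fails both criteria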;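 also: 0% = median of neutral control wells and 100% = median of positive control wells; values of inactives mirror those of a sister screen read the other way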
Target sequence (Q61009 whole entry, looked up): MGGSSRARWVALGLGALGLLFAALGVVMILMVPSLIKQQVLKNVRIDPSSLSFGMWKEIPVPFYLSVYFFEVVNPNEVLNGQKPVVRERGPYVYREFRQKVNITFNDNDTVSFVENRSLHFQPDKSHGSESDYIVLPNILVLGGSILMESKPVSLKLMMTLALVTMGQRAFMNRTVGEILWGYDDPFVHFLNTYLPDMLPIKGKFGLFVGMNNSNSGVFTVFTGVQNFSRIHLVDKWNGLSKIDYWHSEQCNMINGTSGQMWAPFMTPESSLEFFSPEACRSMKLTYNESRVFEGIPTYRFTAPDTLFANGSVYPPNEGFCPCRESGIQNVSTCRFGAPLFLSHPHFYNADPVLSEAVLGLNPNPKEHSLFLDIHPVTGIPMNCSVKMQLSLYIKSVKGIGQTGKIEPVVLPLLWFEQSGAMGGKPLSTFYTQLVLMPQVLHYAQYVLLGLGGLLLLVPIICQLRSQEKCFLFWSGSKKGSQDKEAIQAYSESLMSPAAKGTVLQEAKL
dFosB activator = activators of delta FosB homodimer, primary screen, biochemical, fluorescence polarization, TAMRA-CDK5 oligo, single point | Protein FosB (Mus musculus), P13346 | purified delta FosB; percent of positive-control signal above neutral wells | activation, % at 25 µM | 340,000 compounds, 0.99% hits;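 active = mean activation above about 17%, with every replicate also reaching it, limit read from the data, passing the limit was not always enough; inconclusive = only one of the two conditions met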;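 also: fluorescence polarization rise as delta FosB binds a TAMRA Cdk5 AP-1 oligo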
Target sequence (P13346 whole entry, looked up): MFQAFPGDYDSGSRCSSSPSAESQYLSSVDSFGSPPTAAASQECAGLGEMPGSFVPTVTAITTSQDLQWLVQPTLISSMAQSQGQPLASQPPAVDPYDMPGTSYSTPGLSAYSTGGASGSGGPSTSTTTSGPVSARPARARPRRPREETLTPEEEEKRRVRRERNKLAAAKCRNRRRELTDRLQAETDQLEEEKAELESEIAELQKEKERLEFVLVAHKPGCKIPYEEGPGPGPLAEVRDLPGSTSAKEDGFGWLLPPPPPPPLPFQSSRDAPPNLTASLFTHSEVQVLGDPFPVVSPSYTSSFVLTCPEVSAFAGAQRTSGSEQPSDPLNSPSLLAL
SR-BI DiI-HDL act = activators of SR-BI mediated DiI-HDL uptake, primary screen, ldlA[mSR-BI] CHO cells, DiI fluorescence; AID 504775, 2011; activation, % at 12.5 µM; 3 h; 100 = double the neutral-control signal; 320,000 compounds, 0.096% hits;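 active = mean replicate activation of at least 60% and every replicate at or above 60%; inconclusive = mean or all-replicate condition met, but not both; inactive = mean below 60% and not all replicates reaching 60%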;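 also: 0% = median plate neutral-control signal and 100% = twice that signal; values of inactives mirror those of a sister screen read the other way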
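Assay system: CHO ldlA[mSR-BI] cells, LDL receptor-null, SR-BI overexpressing; medium: Ham's F12 with 0.5% BSA, HEPES 25 mM, pH 7.4; also added: DiI-HDL 10 µg/mL; timing: 3 h uptake period with compound, 37 °C; signal: DiI fluorescence, bottom read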
PvdQ inh = P. aeruginosa PvdQ acylase inhibitors, primary screen, biochemical, fluorescence, plate reader and imaging, single point; PvdQ acylase [Pseudomonas aeruginosa LESB58]; purified PvdQ acylase; inhibition, % at 10 µM; 340,000 compounds, 0.063% hits; in the data active = inhibition above about 30%, passing the limit was not always enough; inconclusive = no clear call, values can overlap the other calls;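 also: 0% = vehicle neutral wells and 100% = reference inhibitor wells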
MITF TRPM1 HTS = activators of MITF-driven TRPM1 promoter reporter, primary screen, cell-based, SK-MEL-5, luciferase, single point; SK-MEL-5 TRPM1-promoter luciferase, 24 h; % of positive control, neutral wells = 0; 300,000 compounds, 0.75% hits; activation, % at 12.5 µM;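 active = mean activation of at least 80% with every replicate also reaching 80%; inconclusive = mean reaches 80% but some replicate falls short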;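 also: 0% = neutral control wells and 100% = parthenolide positive control wells; values of inactives mirror those of a sister screen read the other way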
Rtt109 Vps75 = inhibitors of C. albicans Rtt109/Vps75 HAT, primary screen, biochemical, ThioGlo CoA-SH fluorescence, plate reader. 330,000 compounds, 0.16% hits. purified Rtt109/Vps75, 4 h. Histone acetyltransferase RTT109 (Candida albicans (strain SC5314 / ATCC MYA-2876)), …. AID 540336, 2011. inhibition, % at 34.9 µM;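 active = inhibition of at least 50% in every replicate; inconclusive = best replicate reaches 50% inhibition but some replicates fall short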
CAL PDZ FP-1 = CAL PDZ peptide-binding inhibitors, primary screen, biochemical, fluorescence polarization, Cer-tagged CAL PDZ, HTS; Golgi-associated PDZ and coiled-coil motif-containing protein (Homo sapiens), Q9HD26; purified CAL PDZ, TMR-peptide fluorescence polarization, 1 h; inhibition, % at 20 µM; 330,000 compounds, 0.02% hits; AID 504414, 2011;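 active = highest replicate inhibition of at least 40%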;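 also: plate controls were DMSO neutral control wells for no effect and unlabeled competitor peptide control wells for full effect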
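material = purified tagged CAL PDZ domain construct (CerCALP) | buffer or medium = sodium phosphate/NaCl buffer pH 7.4 with TCEP, IgG, Thesit | reagent = TMR-labelled reporter peptide T*-PRC34 bound in PDZ groove | incubation = 1 h room-temperature incubation prior to read | measured by = fluorescence polarization (mP) | evaluation = percent inhibition from loss of millipolarization | control set = unlabelled peptide and DMSO controls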
NSD2 inh = NSD2 histone methyltransferase inhibitors, primary screen, biochemical, AlphaScreen, single concentration, set 2; Histone-lysine N-methyltransferase NSD2 (Homo sapiens), O96028; NSD2 peptide methylation, 120 min; inhibition, % at 12.5 µM; 310,000 compounds, 0.54% hits; AID 743445, 2014; in the data active = inhibition above about 50%
CAL PDZ FP-2 = untagged CAL PDZ binding inhibitors, primary screen, biochemical, fluorescence polarization, HTS; inhibition, % at 24.9 µM; 300,000 compounds, 0.92% hits; Golgi-associated PDZ and coiled-coil motif-containing protein (Homo sapiens), Q9HD26; AID 602252, 2012; purified CAL PDZ, TMR-peptide fluorescence polarization, 1 h;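 active = mean inhibition of at least 30% with at least half of replicates also reaching 30%; inconclusive = no clear call, values can overlap the other calls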;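 also: 0% = DMSO neutral control and 100% = excess unlabeled competitor peptide PRC23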
PfHsp90 set2 = growth inhibition of PfHsp90-expressing yeast, primary screen, antimalarial PfHsp90 inhibitor project, S. cerevisiae, BacTiter-Glo luminescence, single point, set 2; BacTiter-Glo ATP, 48 h; yeast lacking PDR1 and PDR3 efflux regulators; inhibition, % at 9.4 µM; 310,000 compounds, 0.32% hits;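 active = every replicate shows inhibition above about 80%, whatever the replicate mean, limit read from the data; inconclusive = mean inhibition reaches the set limit but some replicate falls short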;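 also: 0% = DMSO neutral controls and 100% = 20 µM radicicol positive controls; yeast relying on Plasmodium falciparum Hsp90 in place of its own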
An asterisk follows results filed as active; ? = inconclusive; nt = not tested or not shown; & = joins results of further samples.

item	compound	SR-BI DiI inh	dFosB activator	SR-BI DiI-HDL act	PvdQ inh	MITF TRPM1 HTS	Rtt109 Vps75	CAL PDZ FP-1	NSD2 inh	CAL PDZ FP-2	PfHsp90 set2
1	CCN(CC(=O)Nc1ccccc1OC)C(=O)CCOc1ccc(C(C)(C)C)cc1	6	0	-6	-7	-2	3	-2.0	-3	-4	-7
2	Cc1ccccc1C(=O)N1CCC(C(=O)N2CCN(c3ncccn3)CC2)CC1	21	-4	-21	-9	4	5	0.1	4	1	14
3	O=C(O)Cn1cnc2scc(-c3cccs3)c2c1=O	2	-7	-2	-9	7	1	nt	nt	3	-18
4	Cc1nc2c(cc1N)nc(C)n2Cc1ccccc1	-21	2	21	1	nt	-4	-0.2	1	-7	-3
5	COc1ccc(C(=O)Nc2ccc(NC(=O)C3CC3)nc2)cc1	-1	-4	1	-9	-9	-4	-1.1	1	-6	-27
6	Cc1ccc(CNC(=O)CSCC(=O)O)cc1	-14	-3	14	-9	-3	2	-2.5	-3	1	-5
7	CCOC(=O)c1cc2sccc2n1CC(=O)c1ccc2c(c1)OCCO2	3	-4	-3	8	-6	-1	-1.6	5	-3	-5
8	COc1ccccc1CNC(=O)[C@@H]1CCCN1S(=O)(=O)c1ccc(Cl)cc1	nt	-3	nt	-14	3	-3	-2.7	1	-5	-1
9	CCOc1ccc(-c2nnc(-c3ccccc3)o2)cc1	-2	-11	2	-5	2	18	-1.5	0	-1	-2
10	O=S(=O)(N(Cc1ccccc1)[C@@H](CO)Cc1ccccc1)N(Cc1ccccc1)[C@@H](CO)Cc1ccccc1	-30	-15	30	-18	-3	-6	-2.4	nt	-1	-4
11	O=C(NCc1cccnc1)c1ccc([N+](=O)[O-])cc1	-10	-13	10	-1	-15	nt	-0.4	-4	0	-29
12	COc1cc(OC)cc(C(=O)N[C@H](C(=O)OCC(=O)Nc2ccc3c(c2)OCO3)C(C)C)c1	17	-13	-17	-6	-6	2	-1.9	2	-2	2
13	C=CCN(C(=O)CN1CCOCC1)c1nc(C)c(-c2ccccc2)s1	30	-5	-30	-2	10	-11	-1.0	2	5	-6
14	COc1ccc(CCNC(=O)c2cnccn2)cc1	3	-3	-3	-3	nt	-3	0.8	nt	-1	30
15	Cc1ccc(S(=O)(=O)N(C)C)cc1NC(=O)COC(=O)c1ccc2c(c1)OCCO2	-6	-11	6	-3	-10	4	-4.1	0	nt	-18
16	COc1ccc(C(=O)O/N=C2\C(=O)N(C)c3ccccc32)cc1	nt	-6	nt	-1	-9	-1	0.8	0	-4	105*
17	COc1cc(NC(=O)SC2=NCCS2)cc(OC)c1	-1	6	1	2	3	nt	-0.4	4	3	-2
18	O=c1c2ccccc2nnn1CSc1ccccc1	-1	3	1	-17	54	-31	-0.2	0	-1	-7
19	COc1ccc(-c2csc3[nH]c(=S)n(-c4ccccc4)c(=O)c23)cc1OC	-30	-3	30	9	3	6	-1.4	-2	-4	-9
20	Cc1ccccc1NCC(=O)c1ccc(Br)cc1	8	-6	-8	-13	-2	-5	-1.5	4	-2	-1
21	CC(C)c1ccc(CC(NC(=O)c2ccccc2)C(=O)NCC(=O)O)cc1 (stereo unspecified)	-21	-6	21	2	-5	0	0.8	0	-3	-22
22	CCCn1c(=O)c2[nH]cnc2n(-c2ccccc2C)c1=O	3	-1	-3	1	0	-4	-1.5	0	-8	12
23	CN(CC(=O)N1CCOCC1)S(=O)(=O)c1ccc2ccccc2c1	-13	3	13	-2	-1	5	-0.3	-1	-5	9
24	N/C(=N\OC(=O)c1ccc(Cl)c(Cl)c1)c1ccccn1	-1	1	1	10	2	7	-0.8	-1	nt	-18
25	CCn1cc(C(=O)NCC(C)C)c(=O)c2cc(F)c(N3CCN(C(=O)c4ccco4)CC3)cc21	nt	-13	nt	-2	-8	9	-1.2	-2	6	-7
26	Cc1noc(C)c1S(=O)(=O)N(C)C[C@H]1Oc2ccc(NC(=O)Cc3ccccc3)cc2C(=O)N([C@H](C)CO)C[C@@H]1C	29	-5	-29	-12	5	4	-0.8	nt	-4	1
27	CCOC(=O)C1CCCN(C2CC(=O)N(c3ccc(NC(C)=O)cc3)C2=O)C1 (stereo unspecified)	-11	-4	11	-9	7	5	-0.8	15	3	-5
28	COc1ccccc1NC(=O)c1cc2cc(Br)ccc2cc1O	?	-20	-74	4	2	-1	-6.5	3	5	-4
29	COC(=O)CNc1n[nH]c(=S)[nH]c1=O	-23	6	23	6	0	-3	nt	-1	2	-6
30	Cc1ccc2c(c1)C(O)(c1c(C)[nH]c3ccccc13)C(=O)N2 (stereo unspecified)	-11	8	11	-6&-2	7	1&-4	-2.3	9	0	0
31	Cc1sc2nnn(CC(=O)N3CCN(C(=O)c4ccco4)CC3)c(=O)c2c1C	-1	-3	1	0	-8	-6	-0.2	-2	nt	9
32	COC(=O)c1ccccc1NC(=O)Cn1cnc2ccc(S(=O)(=O)N3CCC(C)CC3)cc2c1=O	21	-2	-21	6	5	-4	0.8	0	-1	2
33	COc1ccc(-c2cc3ccc(OCC(C)=O)cc3oc2=O)cc1	-8	-3	8	-27	64	3	-1.6	2	-2	-15
34	O=C(CCNC(=O)c1ccc(Br)cc1)NCc1ccccc1F	3	2	-3	2	2	-6	-2.1	1	-2	-8
35	CCOc1ccc(-n2cnnn2)cc1S(=O)(=O)Nc1c(C)cccc1C	-2	-2	2	8	-1	-4	-1.0	-3	-2	6
36	CCCN(C(=O)CCl)C1=CCCCC1	-27	-1	27	-8	-20	7	-2.0	-6	-2	5
37	CC(=O)Nc1ccc(S(=O)(=O)NCC(=O)NC(C)c2ccc(S(N)(=O)=O)cc2)cc1 (stereo unspecified)	nt	-6	nt	1	4	-8	-1.8	-5	-1	8
38	COc1ccc(S(=O)(=O)N2CCCOC2CNC(=O)C(=O)NC2CCCC2)cc1 (stereo unspecified)	-11	-5	11	4	-13	-5	-2.9	0	4	1
39	O=C(CN1C(=O)COc2ccc(S(=O)(=O)N3CCCCC3)cc21)NCc1ccc(F)cc1	-16	-5	16	-12	7	-2	-1.5	0	-1	-13
40	C=C(C1=CCN(S(=O)(=O)C(C)(C)C)[C@@H]1CCO)c1ccccc1	9	-1	-9	-1	7	2	1.2	nt	4	-26
41	CCOC(=O)c1ccc(Oc2nc(NC)nc(Nc3ccccc3)n2)cc1	-3	7	3	-4	nt	nt	-2.6	-1	-3	nt
42	CCN(CC)CCN(C(=O)c1ccc2c(c1)CCCC2)c1nc2c(C)cccc2s1	59	29*	-59	-15	-11	4	16	2	-3	4
43	Cc1occc1C(=O)NNC(=O)NC12CC3CC(CC(C3)C1)C2	-255	-8	?	-9	-3	0	-1.0	-3	nt	-27
44	C/C(=N\OC(=O)c1ccccc1)c1cc(-c2ccc(Cl)cc2)no1	-4	-7	4	-8	65	-3	-0.7	3	-3	nt
45	Cc1nc2ccc(NC(=O)Cc3ccc4c(c3)OCCO4)cc2s1	-6	-9	6	5	11	20	-4.4	1	-2	-209
46	CCOc1ccc(S(=O)(=O)Nc2nc3ccccc3nc2N2CCN(C)CC2)cc1	-5	-10	5	5	13	17	-0.1	1	-3	nt
47	NC(=O)NCc1ccc(F)cc1	-6	-4	6	-7	-3	0	nt	1	4	16
48	N=C1C(c2ccccc2)=C(O)CN1c1cccc(S(=O)(=O)N2CCCCC2)c1	nt	-1	nt	-1	8	nt	-2.3	-1	0	-5
49	Nc1ncnc2nc(SCCOc3ccc(Cl)cc3)[nH]c12	-7	5	7	11	2	-10	-1.8	0	-5	-4
50	CC(C)CCOc1ccc(C(=O)NCC(c2cccs2)N2CCOCC2)cc1 (stereo unspecified)	11	-21	-11	-7	-5	1	-1.8	3	-2	-16
51	N#Cc1c(-n2cccc2)cccc1-n1cccc1	-16	1	16	8	2	2	-0.6	2	nt	-13
52	CCOC(=O)Cc1c(C)nc2c(-c3ccccc3)cnn2c1C	22	-13	-22	5	28	0	-0.9	-2	nt	-15
53	Cc1ccc(NC(=O)CNc2ccccc2N2CCCC2=O)cc1S(=O)(=O)N1CCCCC1	23	-12	-23	-4	3	8	0.1	1	-5	nt
54	COc1ccc(CCOC(=O)c2ccc(NC(=O)CC#N)cc2)cc1	37	-6	nt	-4	-4	-2	-0.5	-2	-5	-11
55	CC(C)N1CCc2c(sc(NC(=O)c3ccc(S(=O)(=O)N4CCc5ccccc54)cc3)c2C(N)=O)C1	-35	55*	35	-6	1	2	-0.9	nt	-5	-3
